Screening data: PubChem, several laboratories
Efa HMGR inh: E. faecalis class II HMG-CoA reductase inhibition | 0.41% of 190,000 active | inhibition, % at 10 µM | purified E. faecalis HMGR, NADPH absorbance 340 nm kinetic;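 active = inhibition above a set limit, the median over all tested compounds plus 3 SD, cut at about 9.5% in these data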;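 note: enzyme runs in reverse so mevalonate oxidation gives rising NADPH absorbance; 0% = complete reaction with DMSO and 100% = background rate lacking mevalonate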
PPARg SRC2 recr: agonists of SRC-2 recruitment by human PPARgamma. P37231. PPARgamma LBD-SRC-2 recruitment, biochemical. activation, % at 8 µM. 0.34% of 200,000 active; in the data active = activation above about 22%;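 note: 0% = vehicle and 100% = reference agonist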
Target sequence (P37231 whole entry, looked up, the tested form may be a part): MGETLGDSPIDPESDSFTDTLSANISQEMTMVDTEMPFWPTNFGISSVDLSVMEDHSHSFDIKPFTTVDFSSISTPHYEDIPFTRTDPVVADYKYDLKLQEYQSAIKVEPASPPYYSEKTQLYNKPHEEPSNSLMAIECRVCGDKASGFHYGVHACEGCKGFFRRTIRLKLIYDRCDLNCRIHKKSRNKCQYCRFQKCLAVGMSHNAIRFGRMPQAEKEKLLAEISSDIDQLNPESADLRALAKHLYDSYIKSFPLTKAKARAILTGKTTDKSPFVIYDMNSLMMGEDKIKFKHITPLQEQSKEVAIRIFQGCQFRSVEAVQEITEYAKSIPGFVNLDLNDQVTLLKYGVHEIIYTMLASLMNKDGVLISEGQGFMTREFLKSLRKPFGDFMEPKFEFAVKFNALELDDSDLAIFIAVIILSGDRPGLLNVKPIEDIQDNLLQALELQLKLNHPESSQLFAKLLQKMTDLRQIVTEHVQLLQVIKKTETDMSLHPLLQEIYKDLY
PPARg SRC1 recr: PPARgamma-driven SRC-1 recruitment agonism; 0.41% of 200,000 active; PPARgamma-SRC-1 coactivator recruitment biochemical assay; P37231; activation, % at 8 µM; in the data active = activation above about 19%;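 note: 0% = DMSO and 100% = reference agonist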
Redox H2O2 prof: compounds producing H2O2 with reducing agent – biochemical, NIH compound library profiling, artefact control for MLSCN library redox annotation, primary screen. DTT-dependent redox cycling H2O2, phenol red/HRP absorbance; 100% = 100 µM peroxide control, 0% = buffer. activation, % at 10 µM. 0.03% of 200,000 active;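 active = activation of at least 50% relative to the plate's high and low controls in the primary single-dose screen; inactive = activation below 50%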;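 note: compound incubated with DTT at 0.8 mM final as the reducing agent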
SRC2 TRFRET art: TR-FRET artefact, counter-screen to PPARgamma/SRC-2 agonist assay. active compounds read high. TR-FRET ratio at 8 µM. 0.4% of 200,000 active. AID 1049; in the data active = TR-FRET ratio above about 2000; note: inactives centre near 1500; reference of the scale not given here
S1P3 antag: blocks the human S1P3 receptor; Q99500; CHO S1P3 NFAT-BLA reporter, FRET fluorescence, antagonist mode; inhibition, % at 4.98 µM; 0.27% of 170,000 active;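 active = inhibition above the plate cutoff, the mean inhibition of test wells on that plate plus 3 SD, cut at about 28% in these data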;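 note: cells challenged with S1P at its EC80 of 0.8 µM; blue over green emission ratio from cleaved BLA substrate after 4 h stimulation; 0% = S1P-stimulated wells and 100% = unstimulated DMSO-only wells; some compounds past the cut are filed as inactive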
Lmaj promast: reduces viability of Leishmania major promastigotes; resazurin fluorescence viability; inhibition, % at 10 µM; 9% of 200,000 active; in the data active = inhibition above about 50%;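 note: promastigotes grown with compound for 44 hours at 28 °C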
bIAP inh: intestinal alkaline phosphatase (bovine) inhibition | purified bovine IAP, CDP-star luminescence, 30 min | inhibition, % at 20 µM | 190,000 tested, under 10 active | AID 1019;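 active = over 50% inhibition of intestinal alkaline phosphatase at 20 µM in the single-dose screen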
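Incubation: 30 min reaction at room temperature / Material: purified bovine intestinal alkaline phosphatase (IAP) enzyme / Input: enzyme at 1/65,000,000 dilution / Dosing: 20 µM single dose / Signal: CDP-star luminescence signal / Reagent: CDP-star chemiluminescent phosphatase substrate, 30 µM final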
ROMK primary: human ROMK K+ channel modulation, primary screen; P48048; Tet-inducible ROMK, thallium flux fluorescence; actives lie on both sides; B-score at 10 µM; 2% of 130,000 active; AID 1918;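 active = signal ratio slope over the read window, or its plate-corrected B-score, at least 3 SD from the plate mean, either direction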;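 note: B-score of the F/F0 ratio slope over 7 to 12 s after thallium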
Target sequence (P48048 whole entry, looked up): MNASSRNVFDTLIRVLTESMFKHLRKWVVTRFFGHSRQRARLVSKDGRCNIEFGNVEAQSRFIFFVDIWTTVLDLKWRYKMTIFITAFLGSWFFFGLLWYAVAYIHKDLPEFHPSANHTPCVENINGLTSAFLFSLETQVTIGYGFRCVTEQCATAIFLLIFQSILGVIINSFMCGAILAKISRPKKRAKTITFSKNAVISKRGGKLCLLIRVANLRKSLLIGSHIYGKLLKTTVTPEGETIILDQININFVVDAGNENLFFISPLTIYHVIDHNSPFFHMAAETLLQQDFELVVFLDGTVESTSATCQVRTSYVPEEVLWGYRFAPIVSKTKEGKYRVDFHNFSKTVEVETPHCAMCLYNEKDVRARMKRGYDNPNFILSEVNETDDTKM
PPARg SRC3 recr: promotes SRC-3 coactivator recruitment by human PPARgamma; P37231; biochemical PPARgamma/SRC-3 coactivator recruitment assay; activation, % at 8 µM; 0.26% of 200,000 active; AID 731; in the data active = activation above about 23%;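 note: 0% = DMSO and 100% = reference agonist; some compounds past the cut are filed as inactive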
RAM inhibit: inhibitors of the yeast RAM network; S. cerevisiae dse1pr::URA3 reporter, 5-FOA growth OD615, 2 d; analog-sensitive cbk1-as2 kinase mutant strain; inhibition, % at 50 µM; 1.8% of 190,000 active;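 active = inhibition above a set limit, 3 SD over mean compound inhibition, cut at about 8.4% in these data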;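 note: 0% = DMSO-only wells with no growth and 100% = 10 µM 1-NA-PP1 full growth; inhibition rescues growth on 5-FOA so higher OD means more RAM inhibition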
* hit, by the source's call; nt = no result given.

SMILES	Efa HMGR inh	PPARg SRC2 recr	PPARg SRC1 recr	Redox H2O2 prof	SRC2 TRFRET art	S1P3 antag	Lmaj promast	bIAP inh	ROMK primary	PPARg SRC3 recr	RAM inhibit
CC(=O)Cc1nsc(NC(=O)C2Cc3ccccc3C(=O)O2)n1 (stereo not drawn)	-5	-5	0	-0.8	1417	-8	2	2	nt	5	0.8
Fc1ccc(-c2nnc3ccc(N4CCc5ccccc5C4)nn23)cc1	3	-9	-1	-1.1	1507	-25	45	6	nt	-7	2.2
Cc1ccc(OCC(=O)Nc2ccc(-c3nnc(-c4ccco4)o3)cc2)cc1	-3	-4	1	0.0	1442	-5	-3	13	-0.55	6	1.5
NNC(=O)c1nnn(-c2nonc2N)c1CN1CCc2ccccc2C1	-2	3	2	-2.0	1576	-2	0	-24	-0.13	3	-1.1
CCOCCc1nnc(NC(=O)Cc2ccccc2)s1	-2	-3	1	3.0	1504	-12	-3	6	nt	-4	-0.7
CC(C)NS(=O)(=O)c1ccc(NC(=O)CCc2ccccc2)cc1	-1	11	4	-3.2	1612	nt	5	12	nt	17	-0.5
O=C(c1ccco1)N1CCN(S(=O)(=O)c2cccs2)CC1	-5	6	4	0.1	1407	24	-1	1	nt	3	0.1
O=C(Nc1ccccc1N1CCOCC1)c1ccc2ccccc2n1	-2	0	-5	1.1	1595	-7	-5	18	nt	2	4.2
Cc1cc(C)cc(NC(=S)N(Cc2cccc(Br)c2)CC2CCC(C(=O)O)CC2)c1 (stereo not drawn)	-1	-7	9	-0.4	1499	-2	3	-6	-0.011	3	6.6
CCOC(=O)c1c(C)[nH]c2ccc(O)cc12	-3	7	2	1.0	1517	13	-3	5	-0.82	-1	0.1
O=C(NCc1ccco1)C(c1ccc(F)cc1)N(Cc1cccnc1)C(=O)Cn1nnc2ccccc21 (stereo not drawn)	1	9	-6	0.2	1694	-9	-5	2	nt	-6	0.3
C=CCNC(=O)CC(=O)N/N=C/c1ccc(C(=O)OC)cc1	-3	2	6	2.5	1503	nt	-6	6	nt	-6	-0.3
CCCCNC(=O)C1CCCN1C(=O)Nc1ccccc1 (stereo not drawn)	4	11	2	0.6	1690	nt	-5	0	0.093	-4	0.6
CCN(CC)c1ccc(NC(=O)c2ccc(NC(=O)C3CCCO3)cc2)c(C)c1 (stereo not drawn)	2	5	9	-2.5	1565	nt	0	-5	nt	-1	0.3
Cc1c(C(=O)N/N=C/c2ccc(-c3ccccc3[N+](=O)[O-])o2)sc(N)c1C#N	1	4	-4	1.8	1700	6	71*	-16	nt	6	4.1
CCOC(=O)c1ccc(CNC(=O)C(Cc2c[nH]c3ccccc23)NC(C)=O)o1 (stereo not drawn)	0	-1	-4	-1.1	1506	-37	2	0	nt	9	2.0
Cc1ccc(Cl)cc1NC(=O)CSC(N)=O	-5	8	8	0.2	1622	nt	6	-10	-1.4	-4	1.8
O=C(COC(=O)c1ccccc1C(=O)c1ccccc1)Nc1cccc([N+](=O)[O-])c1	-1	2	-2	-0.2	1418	0	41	0	-1.2	0	8.3
CCn1c(C(C)NC(C)=O)nc2ccccc21 (stereo not drawn)	-2	-9	-8	-1.4	1557	-43	-5	10	nt	0	1.4
CCOC(=O)c1cc2c(=O)n3ccccc3nc2n(CCCOC)c1=NC(=O)c1cccnc1	-5	9	4	1.1	1531	nt	16	1	nt	0	-0.5
CCc1nnc(NC(=O)CSc2nnnn2C)s1	6	8	2	3.4	1547	nt	-3	-7	nt	14	-0.2
O=C(Nc1ccc(OC(=O)c2ccncc2)cc1)c1ccncc1	-8	-3	7	2.0	1564	13	0	3	-0.58	2	0.8
COc1ccc(Cn2nnnc2CN2CCCCCC2)cc1	-5	3	6	-0.5	1513	-10	5	-14	-0.69	3	0.2
Cn1c(CSc2nc3ccccc3s2)nnc1SCC(=O)NCc1cccnc1	-1	2	-2	0.9	1440	nt	-3	nt	-0.72	3	1.7
O=C(O)CC1SC(=Nc2ccc(O)cc2)NC1=O (stereo not drawn)	-1	-4	2	-0.6	1534	-27	-6	9	0.98	0	1.4
The listing continues.
SMILES	Efa HMGR inh	PPARg SRC2 recr	PPARg SRC1 recr	Redox H2O2 prof	SRC2 TRFRET art	S1P3 antag	Lmaj promast	bIAP inh	ROMK primary	PPARg SRC3 recr	RAM inhibit
O=C(CSc1nnc(CNC(=O)c2cccs2)o1)NC1CCCCC1	-1	1	-3	0.0	1532	nt	0	8	-0.38	-1	0.3
COc1ccc(-n2c(SCC(=O)Nc3ccc([N+](=O)[O-])cc3OC)nc3ccccc32)cc1	-5	9	4	0.1	1731	4	11	8	0.91	9	7.5
O=C(NC1CCCCCC1)c1cc(=O)[nH]c2ccc(S(=O)(=O)N3CCOCC3)cc12	-6	-5	-1	0.0	1585	-9	0	-5	-0.87	-2	1.9
Cc1cccc(NC(=S)N/N=C/c2ccc(Cl)c([N+](=O)[O-])c2)c1	-7	2	-1	-2.4	1543	nt	-3	36	0.52	1	3.0
Cc1nn(C)c(C)c1S(=O)(=O)N(CC(=O)N1CCc2ccccc21)c1ccc(C(C)C)cc1	-11	-6	0	-1.3	1528	nt	15	-4	nt	-2	2.1
CN(C)S(=O)(=O)c1ccc(-c2cn3ccccc3n2)cc1	0	-5	5	0.0	1415	nt	5	11	-0.72	-1	3.4
Cc1c(NC(=O)C(C)OC(=O)/C=C/c2ccc3c(c2)OCO3)c(=O)n(-c2ccccc2)n1C (stereo not drawn)	-1	0	-4	-1.3	1414	-22	11	-9	0.66	-1	-0.4
CCCC(=O)Nc1ccc(C(=O)N/N=C/c2ccc[nH]2)cc1	-10	3	4	0.1	1636	14	17	4	nt	1	1.1
CC(C)C[C@H](NC(=O)c1nc[nH]c1C(=O)NCCCCCNC(=O)OC(C)(C)C)C(=O)OC(C)(C)C	-4	12	8	-0.3	1566	-24	21	-23	nt	2	4.8
CCN(CC)c1ccc(CNc2nc3ccccc3n2CCN2CCOCC2)cc1	-2	4	-2	-0.4	1621	-7	29	-3	-0.42	2	-0.5
O=C(Nc1ccc(N2CCOCC2)cc1)c1cn2ccccc2n1	0	5	6	3.2	1588	nt	-9	4	nt	12	1.0
OCC1(Cc2ccccc2C(F)(F)F)CCN(Cc2cccc3cnccc23)CC1	1	-3	5	-1.1	1502	-23	88*	5	-2.1	2	0.2
COC(=O)CC(=O)CSc1nc2c(cc1C#N)CCC2	-7	5	4	-0.5	1940	-29	-4	-4	nt	2	0.3
CNC(=O)c1[nH]cnc1C(=O)N[C@@H](C)C(=O)OC(C)(C)C	-1	10	3	0.1	1554	-16	-6	-28	nt	2	1.1
Cc1ccn(C(=O)c2ccc(NC(=O)C3CC3)cc2)n1	-2	4	3	0.3	1347	-9	-6	2	-0.62	8	1.3
COc1ccc(-c2csc3nc(C)n(-n4cccc4)c(=O)c23)cc1	nt	4	-3	-0.1	1511	2	23	4	-0.19	6	nt
COc1cc(/C=C/C(=O)OCC(=O)N2CCCCCC2)ccc1OCC#N	0	10	12	-0.3	1547	5	-3	2	-0.17	3	2.8
Cc1sc2ncnc(SCC(=O)NC3CC3)c2c1C	2	-10	-2	0.3	1452	nt	4	10	0.49	-4	1.6
O=S1(=O)CC(N2CCCCC2)C(N2CCCCC2)C1 (stereo not drawn)	-1	-1	6	-0.1	1678	2	-6	2	0.39	7	1.8
CCOc1ccccc1NC(=O)c1cc(C(=O)c2cc(Br)ccc2O)coc1=N	5	-2	2	-0.2	1426	-1	46	8	-0.12	2	4.1
CCOC(=O)c1cnc2c(C)c(Cl)ccc2c1Nc1ccc(S(=O)(=O)Nc2ncccn2)cc1	-1	-1	1	-0.1	1500	1	-5	8	nt	0	5.2
Cc1cccc(CCNC(=O)CCS(=O)(=O)c2ccc(Br)cc2)c1	-8	-5	0	0.1	1458	9	6	-13	nt	0	-0.5
COC(=O)C1C(O)=CC(=O)CC1C (stereo not drawn)	2	8	1	0.3	1631	nt	-4	14	1.2	7	0.7
CCOC(=O)C1=C(C)OC(N)=C(C#N)C1c1cc(Cl)c(OCC(N)=O)c(OC)c1 (stereo not drawn)	-6	2	0	0.2	1649	nt	3	12	1.2	-5	-0.3
O=C(/C=C/c1cccc([N+](=O)[O-])c1)NC(=S)Nc1cccc(NC(=O)c2ccccc2Cl)c1	-3	6	1	0.1	1616	3	3	14	0.83	0	2.6
Going on with the list.
SMILES	Efa HMGR inh	PPARg SRC2 recr	PPARg SRC1 recr	Redox H2O2 prof	SRC2 TRFRET art	S1P3 antag	Lmaj promast	bIAP inh	ROMK primary	PPARg SRC3 recr	RAM inhibit
COc1ccc(NS(=O)(=O)c2cc(C)ccc2OC)cc1OC	-4	-6	0	2.3	1563	-3	-2	9	nt	3	0.3
O=C(O)c1cc(=O)c2c(OCC(O)COc3cccc4oc(C(=O)O)cc(=O)c34)cccc2o1	nt	3	7	-0.3	1651	-8	-7	11	nt	-1	1.8
CCCC1(C)NC(=O)c2ccccc2O1 (stereo not drawn)	-1	-1	-1	12	1319	-1	-3	10	0.72	-6	-0.1
CCN(CC)CCCNc1nc(-c2ccccc2)nc2ccccc12	-4	-1	3	1.0	1517	nt	72*	1	-0.99	-11	1.8
Cc1ccc(CS(=O)(=O)CCC(=O)NCCCOC(C)C)cc1	0	9	7	1.2	1405	4	-5	-1	nt	0	0.5
C=CCn1c(Cc2csc(N)n2)nnc1SCc1ccc(C(=O)OC)cc1	0	3	-2	-0.6	1333	-22	2	5	nt	-2	0.6
Cc1c(NC(=O)c2coc(=O)c(Br)c2)c(=O)n(-c2ccccc2)n1C	-6	-1	2	-0.5	1561	nt	2	14	-0.74	-7	1.3
CN(C)CCCOc1nc2c(c(=O)n(C)c(=O)n2C)n1C	-1	2	2	0.7	1503	nt	2	7	nt	-2	3.2
Cc1ccc2cc(CN(CCN3CCOCC3)C(=O)NCc3ccccc3)c(=O)[nH]c2c1C	-1	-13	0	1.3	1590	4	8	9	nt	-1	0.9
O=C(Nc1ccccc1N1CCOCC1)c1ccc(Cl)c(S(=O)(=O)NCc2ccco2)c1	2	-2	2	-0.4	1703	-7	31	4	-0.073	3	1.2
COc1cc(OC)cc(-c2cc3nc(C)c(CCC(=O)O)c(=O)n3[nH]2)c1	0	3	0	-3.3	1761	nt	-8	5	nt	-2	4.3
CC1(C)NC(=O)N(CCCCOc2ccc(Cl)cc2C=O)C1=O	-2	4	7	-0.9	1545	5	57*	-4	3.9*	1	1.7
Cc1ccc(/C=N/NC(=O)CSc2nc3ccccc3o2)cc1	-5	-1	-5	-0.5	1542	-18	4	2	0.39	1	1.5
C#CCNC(=O)C1=C[C@H](c2ccc3c(c2)OCO3)C[C@H](OCc2ccc(CO)cc2)O1	-1	14	0	0.0	1440	-11	0	2	nt	1	1.4
Fc1ccc(N=c2ssnc2Cl)c(F)c1	-1	-5	4	-1.0	1598	-15	-2	-11	-0.3	-2	-1.5
